PLAP inhibition – PLAP enzyme inhibitors, biochemical, luminescence, HTS (AID 690); actives 0.08% (n = 96,000); purified PLAP, luminescent substrate; higher % means a stronger effect; inhibition, % at 20 µM, or IC50 in µM where a hit was titrated; in the data active = a potency from the dose series; inactive = the rest, 99 in 100 with inhibition below about 30%; note: strong numbers were not always called active
MRP resist rev – reverses drug resistance mediated by MRP; H69AR cells + 2 uM doxorubicin, CellTiter-Glo, 72 h; differential viability (reversal), % at 10 µM; actives 0.04% (n = 85,000); AID 602;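 active = viability drop by adding the cancer drug above about 55%, with treated viability meeting a 40% cutoff, limit read from the data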;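 note: viability without doxorubicin minus viability with 2 µM doxorubicin for each compound; larger differential means the compound sensitizes cells more to doxorubicin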
IL1B NFkB inh – blocks IL-1B driven NFkB nuclear translocation in HUVEC cells. HUVEC IL-1B NFkB p65 nuclear translocation imaging. inhibition, % at 2 µM. actives 0.43% (n = 94,000). AID 796;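 active = inhibition above about 30% together with a positive call from visual inspection of the well image, limit read from the data; inconclusive = inhibition above a set limit but visual check negative; inactive = inhibition not above a set limit, visual check negative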;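 note: nuclear over cytoplasmic p65 intensity ratio measured by imaging; 0% = IL-1B stimulated DMSO wells and 100% = unstimulated DMSO wells; values of inactives mirror those of a sister screen read the other way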
Bcl-B TR3 displacers – displacers of TR3 peptide from Bcl-B, primary screen, selectivity assay for Bfl-1 inhibitor project, biochemical, fluorescence polarization; displacement, % at 20 µM; hits with a dose series show IC50 in µM; FP displacement of FITC-TR3 peptide from Bcl-B; higher % means a stronger effect; actives 0.11% (n = 96,000);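 active = displacement above 50% at 20 µM plus a fluorescence interference ratio under 1.5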;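 note: plate controls were wells without compound for no effect and wells lacking Bcl-B protein for full effect; a part of the inactive calls stands beside numbers as strong as those of hits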
IL1B NFkB pot – enhances IL-1B driven NFkB nuclear translocation; HUVEC IL-1B NFkB p65 nuclear translocation imaging; AID 819; actives 0.3% (n = 94,000); activation, % at 2 µM;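 active = activation above 40%, about the mean plus 3 SD, also judged a hit on visual image review; inconclusive = activation above 40% but not a hit on visual review; inactive = activation not above 40% and no visual hit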;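 note: percent activation is computed from the nuclear over cytoplasmic p65 intensity ratio; values of inactives mirror those of a sister screen read the other way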
MRP resist rev cytotoxicity – second read-out of MRP resist rev, no call of its own (marks repeat the call); viability, %; H69AR cells, CellTiter-Glo, 72 h; measured here: cytotoxicity without doxorubicin
MRP resist rev with doxorubicin – further read-out of MRP resist rev, marked with its call; viability, %; measured here: viability with 2 uM doxorubicin; stronger effect = lower value
IL1B NFkB inh cell count 2 µM – second read-out of IL1B NFkB inh, no call of its own (marks repeat the call); cell count; measured here: cells passing quality filter;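 raw number of nuclei counted in each imaged well without normalization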
IL1B NFkB pot cell count 2 µM – second read-out of IL1B NFkB pot, no call of its own (marks repeat the call); cell count; measured here: cells passing quality filter
* = called active by the depositor. An excerpt (hit frequency here may not be typical).

`O=C(Cn1cc(C(=O)C2CC2)c2ccccc21)NCc1ccccc1` gave MRP resist rev 9, IL1B NFkB inh -19, IL1B NFkB pot 19, MRP resist rev cytotoxicity 69, MRP resist rev with doxorubicin 61, IL1B NFkB inh cell count 2 µM 134 and IL1B NFkB pot cell count 2 µM 134.
Screening CC(=O)Nc1nonc1C(=O)N1CCC(C)CC1 returned MRP resist rev 0, IL1B NFkB inh -3, IL1B NFkB pot 3, MRP resist rev cytotoxicity 99, MRP resist rev with doxorubicin 99, IL1B NFkB inh cell count 2 µM 153 and IL1B NFkB pot cell count 2 µM 153.
CCOC(=O)c1c(NC(=O)CSc2nnc(-c3ccco3)o2)sc(C)c1C was read as PLAP inhibition -18%, MRP resist rev -10, IL1B NFkB inh -19, Bcl-B TR3 displacers -8%, IL1B NFkB pot 19, MRP resist rev cytotoxicity 60, MRP resist rev with doxorubicin 69, IL1B NFkB inh cell count 2 µM 170 and IL1B NFkB pot cell count 2 µM 170.
CC(C)N(Cc1cc2ccccc2[nH]c1=O)C(=O)c1cccnc1 was read as PLAP inhibition 23%, MRP resist rev -2, IL1B NFkB inh -39, Bcl-B TR3 displacers 1%, IL1B NFkB pot 39, MRP resist rev cytotoxicity 84, MRP resist rev with doxorubicin 86, IL1B NFkB inh cell count 2 µM 102 and IL1B NFkB pot cell count 2 µM 102.
COc1cccc(CNC(=O)Cn2cccc2)c1 was read as PLAP inhibition -28%, MRP resist rev 6, IL1B NFkB inh -9, Bcl-B TR3 displacers -3%, IL1B NFkB pot 9, MRP resist rev cytotoxicity 102, MRP resist rev with doxorubicin 96, IL1B NFkB inh cell count 2 µM 118 and IL1B NFkB pot cell count 2 µM 118.
Cc1ccc(-c2nn3c(C)nnc3s2)cc1NC(=O)C(C)C was read as PLAP inhibition 1%, MRP resist rev 10, IL1B NFkB inh -42, Bcl-B TR3 displacers -9%, IL1B NFkB pot 42*, MRP resist rev cytotoxicity 98, MRP resist rev with doxorubicin 88, IL1B NFkB inh cell count 2 µM 169 and IL1B NFkB pot cell count 2 µM 169*.
For NC(=S)NNc1cccc(Cl)c1 the results were PLAP inhibition -1%, MRP resist rev 10, IL1B NFkB inh -15, Bcl-B TR3 displacers 2%, IL1B NFkB pot 15, MRP resist rev cytotoxicity 97, MRP resist rev with doxorubicin 87, IL1B NFkB inh cell count 2 µM 174 and IL1B NFkB pot cell count 2 µM 174.
Screening O=C(NCCN1C(=O)C2C3C=CC(C3)C2C1=O)NCc1ccccc1 (stereo not given) returned PLAP inhibition -4%, MRP resist rev -2, Bcl-B TR3 displacers 13%, MRP resist rev cytotoxicity 95 and MRP resist rev with doxorubicin 97.
`CCN(CC)CCN(C(=O)Cn1nnc(-c2ccc(OC)c(OC)c2)n1)C(C(=O)NC1CCCC1)c1ccc(F)cc1` (stereo not given) gave PLAP inhibition -35%, IL1B NFkB inh 13, Bcl-B TR3 displacers -8%, IL1B NFkB pot -13, IL1B NFkB inh cell count 2 µM 145 and IL1B NFkB pot cell count 2 µM 145.
`CC(C)C(=O)NCCCc1ccccc1` gave PLAP inhibition -3%, MRP resist rev -7, IL1B NFkB inh -56, Bcl-B TR3 displacers 0%, IL1B NFkB pot inconclusive, MRP resist rev cytotoxicity 88, MRP resist rev with doxorubicin 95 and IL1B NFkB inh cell count 2 µM 69.
Screening O=C(NCCN1CCN(c2ccccc2)CC1)c1ccc(NC(=O)C2CCCO2)cc1 (stereo not given) returned PLAP inhibition -30%, MRP resist rev 5, IL1B NFkB inh 4, Bcl-B TR3 displacers -5%, IL1B NFkB pot -4, MRP resist rev cytotoxicity 97, MRP resist rev with doxorubicin 92, IL1B NFkB inh cell count 2 µM 147 and IL1B NFkB pot cell count 2 µM 147.
Screening O=C(O)CCC(=O)Nc1ccc(Cc2ccc(NC(=O)CCC(=O)O)c(O)c2)cc1O returned PLAP inhibition -18%, MRP resist rev 0, IL1B NFkB inh -5, Bcl-B TR3 displacers 7%, IL1B NFkB pot 5, MRP resist rev cytotoxicity 94, MRP resist rev with doxorubicin 95, IL1B NFkB inh cell count 2 µM 184 and IL1B NFkB pot cell count 2 µM 184.
Screening CCc1cccc2c(C(=O)Cn3nnc(-c4ccc(OC)c(OC)c4)n3)c[nH]c12 returned PLAP inhibition -12%, MRP resist rev -9, IL1B NFkB inh -24, Bcl-B TR3 displacers -46%, IL1B NFkB pot 23, MRP resist rev cytotoxicity 39, MRP resist rev with doxorubicin 48, IL1B NFkB inh cell count 2 µM 173 and IL1B NFkB pot cell count 2 µM 173.
COC(=O)c1cc2c(s1)CS(=O)C2 (stereo not given) was read as MRP resist rev 4, IL1B NFkB inh 6, Bcl-B TR3 displacers 14%, IL1B NFkB pot -6, MRP resist rev cytotoxicity 95, MRP resist rev with doxorubicin 91, IL1B NFkB inh cell count 2 µM 146 and IL1B NFkB pot cell count 2 µM 146.
`O=C(NCCC1=CCCCC1)C1CC(=O)N(C2CCCCC2)C1` (stereo not given) gave PLAP inhibition -16%, MRP resist rev 10, IL1B NFkB inh -19, Bcl-B TR3 displacers 23%, IL1B NFkB pot 19, MRP resist rev cytotoxicity 97, MRP resist rev with doxorubicin 87, IL1B NFkB inh cell count 2 µM 119 and IL1B NFkB pot cell count 2 µM 119.
COc1ccc(CCNC(=O)C2CCCN(C(=O)N(C)C)C2)c(OC)c1 (stereo not given) was read as PLAP inhibition 20%, MRP resist rev 10, Bcl-B TR3 displacers -4%, MRP resist rev cytotoxicity 99 and MRP resist rev with doxorubicin 89.
Screening CCN(CC)C(=O)CSc1nnc(-n2nc(C)cc2C)c2ccccc12 returned PLAP inhibition -46%, MRP resist rev 17, Bcl-B TR3 displacers -2%, MRP resist rev cytotoxicity 93 and MRP resist rev with doxorubicin 77.
For Cc1cc(S(=O)(=O)Nc2nc(CN3CCOCC3)nc3sc4c(c23)CCCC4)ccc1F the results were PLAP inhibition -64%, MRP resist rev -26, IL1B NFkB inh -24, Bcl-B TR3 displacers -146%, IL1B NFkB pot 24, MRP resist rev cytotoxicity 46, MRP resist rev with doxorubicin 72, IL1B NFkB inh cell count 2 µM 132 and IL1B NFkB pot cell count 2 µM 132.
Screening Cc1ccc(CN2CC(C(=O)Nc3ccc4c(C)cc(=O)oc4c3)CC2=O)cc1 (stereo not given) returned PLAP inhibition -16%, MRP resist rev 18, IL1B NFkB inh -6, Bcl-B TR3 displacers 18%, IL1B NFkB pot 6, MRP resist rev cytotoxicity 99, MRP resist rev with doxorubicin 81, IL1B NFkB inh cell count 2 µM 159 and IL1B NFkB pot cell count 2 µM 159.
Screening CC(=O)NCc1cc(-c2nn(C)c(=O)c3ccccc23)ccc1C returned PLAP inhibition -1%, MRP resist rev -8, IL1B NFkB inh -4, Bcl-B TR3 displacers -12%, IL1B NFkB pot 4, MRP resist rev cytotoxicity 60, MRP resist rev with doxorubicin 67, IL1B NFkB inh cell count 2 µM 158 and IL1B NFkB pot cell count 2 µM 158.
`COc1cccc(/C=N/NC(=O)CCc2ccccc2)c1` gave PLAP inhibition -480%, IL1B NFkB inh -12, Bcl-B TR3 displacers -5%, IL1B NFkB pot 12, IL1B NFkB inh cell count 2 µM 90 and IL1B NFkB pot cell count 2 µM 90.
For Cc1cc(C)c(C#N)c(SCSCc2ccccc2)n1 the results were PLAP inhibition 29%, MRP resist rev 23, IL1B NFkB inh -9, Bcl-B TR3 displacers 8%, IL1B NFkB pot 9, MRP resist rev cytotoxicity 103, MRP resist rev with doxorubicin 80, IL1B NFkB inh cell count 2 µM 202 and IL1B NFkB pot cell count 2 µM 202.
`Cc1ccc2cc3cc(C(=O)N4CCCCC4C)oc3nc2c1` (stereo not given) gave PLAP inhibition -28%, MRP resist rev -10, IL1B NFkB inh 6, Bcl-B TR3 displacers 3%, IL1B NFkB pot -6, MRP resist rev cytotoxicity 70, MRP resist rev with doxorubicin 80, IL1B NFkB inh cell count 2 µM 197 and IL1B NFkB pot cell count 2 µM 197.
`O=C(Nc1ccccc1C(=O)N1CCOCC1)c1cccnc1` gave PLAP inhibition 8%, MRP resist rev -1, IL1B NFkB inh 1, Bcl-B TR3 displacers 5%, IL1B NFkB pot -1, MRP resist rev cytotoxicity 95, MRP resist rev with doxorubicin 97, IL1B NFkB inh cell count 2 µM 180 and IL1B NFkB pot cell count 2 µM 180.
`Cc1nc(C)c(C(=O)Nc2ccccc2)s1` gave PLAP inhibition 17%, MRP resist rev -29, IL1B NFkB inh -14, Bcl-B TR3 displacers -20%, IL1B NFkB pot 14, MRP resist rev cytotoxicity 63, MRP resist rev with doxorubicin 92, IL1B NFkB inh cell count 2 µM 179 and IL1B NFkB pot cell count 2 µM 179.
For CCOC(=O)N1CCN(C(=O)c2ccc3c(=O)n(Cc4ccc(OC)cc4)c(=S)[nH]c3c2)CC1 the results were MRP resist rev 23, IL1B NFkB inh -7, IL1B NFkB pot 7, MRP resist rev cytotoxicity 55, MRP resist rev with doxorubicin 32, IL1B NFkB inh cell count 2 µM 152 and IL1B NFkB pot cell count 2 µM 152.
For Cc1ccccc1NC(=O)N(CCc1nc2ccccc2[nH]1)Cc1ccccc1 the results were MRP resist rev -42, IL1B NFkB inh 4, IL1B NFkB pot -4, MRP resist rev cytotoxicity 16, MRP resist rev with doxorubicin 58, IL1B NFkB inh cell count 2 µM 89 and IL1B NFkB pot cell count 2 µM 89.
For COC(=O)c1ccc(CSc2ccc3nnc(-c4cccnc4)n3n2)o1 the results were PLAP inhibition -14%, MRP resist rev -1, Bcl-B TR3 displacers 3%, MRP resist rev cytotoxicity 82 and MRP resist rev with doxorubicin 83.
For CCN1CCN(C(c2cccs2)C(C)NC(=O)c2c(F)cccc2F)CC1 (stereo not given) the results were PLAP inhibition -9%, MRP resist rev 11, Bcl-B TR3 displacers 22%, MRP resist rev cytotoxicity 93 and MRP resist rev with doxorubicin 82.
COc1ccc2oc(=O)c(C(=O)NCc3cccnc3)cc2c1 was read as MRP resist rev 5, IL1B NFkB inh -1, IL1B NFkB pot 1, MRP resist rev cytotoxicity 98, MRP resist rev with doxorubicin 93, IL1B NFkB inh cell count 2 µM 124 and IL1B NFkB pot cell count 2 µM 124.

Random excerpt: 2 entries already listed
`COc1cccc(/C=N/NC(=O)CCc2ccccc2)c1` gave PLAP inhibition -480%, IL1B NFkB inh -12, Bcl-B TR3 displacers -5%, IL1B NFkB pot 12, IL1B NFkB inh cell count 2 µM 90 and IL1B NFkB pot cell count 2 µM 90.
For CCN1CCN(C(c2cccs2)C(C)NC(=O)c2c(F)cccc2F)CC1 (stereo not given) the results were PLAP inhibition -9%, MRP resist rev 11, Bcl-B TR3 displacers 22%, MRP resist rev cytotoxicity 93 and MRP resist rev with doxorubicin 82.

Additional records follow.
Screening CCCC1(C)SC(NC(C)=O)=NN1C(C)=O (stereo not given) returned PLAP inhibition 1%, MRP resist rev -2, IL1B NFkB inh 2, Bcl-B TR3 displacers 0%, IL1B NFkB pot -2, MRP resist rev cytotoxicity 86, MRP resist rev with doxorubicin 88, IL1B NFkB inh cell count 2 µM 154 and IL1B NFkB pot cell count 2 µM 154.
For COc1ccc2c(c1)CC/C(=C\Nc1ccc3c(c1)OCO3)C2=O the results were PLAP inhibition 18%, MRP resist rev -20, IL1B NFkB inh -17, Bcl-B TR3 displacers 54%, IL1B NFkB pot 17, MRP resist rev cytotoxicity 56, MRP resist rev with doxorubicin 76, IL1B NFkB inh cell count 2 µM 70 and IL1B NFkB pot cell count 2 µM 70.
Cc1occc1-c1nnc(SCC(=O)Nc2ccccc2-c2ccccc2)n1C was read as PLAP inhibition -66%, MRP resist rev 25, IL1B NFkB inh -2, Bcl-B TR3 displacers -16%, IL1B NFkB pot 2, MRP resist rev cytotoxicity 103, MRP resist rev with doxorubicin 78, IL1B NFkB inh cell count 2 µM 140 and IL1B NFkB pot cell count 2 µM 140.
Screening COC(=O)CON1C(=O)c2ccccc2C1=O returned PLAP inhibition -5%, MRP resist rev -5, IL1B NFkB inh 9, Bcl-B TR3 displacers 10%, IL1B NFkB pot -9, MRP resist rev cytotoxicity 93, MRP resist rev with doxorubicin 98, IL1B NFkB inh cell count 2 µM 152 and IL1B NFkB pot cell count 2 µM 152.

Assay outcomes (PubChem)
